Screens: PubChem BioAssay, National Center for Advancing Translational Sciences (NCATS)
GAA inhib: inhibitors of human lysosomal alpha-glucosidase | P10253 | purified human GAA, 4-MU-alpha-glucoside fluorescence | Potency, µM (titrated, usually from 76.9 µM), inactives show at the highest dose activity change, negative = inhibition, most hits filed as inhibitors | 200,000 tested, 0.005% active;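 further: plate controls were uninhibited enzyme wells for no effect and no-enzyme background for full effect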
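Compounds are titrated up to 77 uM against 4 nM human enzyme. Substrate 4-methylumbelliferyl-alpha-D-pyranoside (400 uM) reacts 20 min at room temperature in pH 5.0 buffer; liberated 4-methylumbelliferone is read at 440 nm.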
GAA glycogen mod: alters human alpha-glucosidase cleavage of glycogen | P10253 | recombinant GAA, glycogen substrate, Amplex Red glucose oxidase fluorescence | Potency, µM (series often up to 76.4 µM), without a hit: at the highest dose activity change, negative = inhibition, most hits filed as inhibitors | 300,000 tested, 0.38% active | AID 2100;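 further: 0% = full enzyme reaction and -100% = no-enzyme basal signal; the screen sought inhibitors and activators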
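Natural-substrate format: glycogen cleavage by 4 nM human enzyme, glucose read by Amplex Red coupling (Ex 573, Em 610 nm). Normalized to enzyme and no-enzyme controls.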
HTT cytoprotect: protects HTT-Q103 PC12 cells, measured by ATP; PC12 HTT-Q103 induced, cytoprotection, ATP luminescence, 40 h; Potency, µM (series often up to 56.4 µM), without a hit: cytoprotection (ATP increase), actives largely listed as activators; 230,000 tested, 0.14% active;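 further: % of control where 0% means no effect; nearly all actives have a fitted effect of over 45% in size; toxic huntingtin expression switched on by the ecdysone agonist tebufenozide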
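Compounds added alongside 100 nM tebufenozide, which induces toxic Q103 huntingtin exon 1-GFP in stable PC12 cells; surviving cells quantified by luminescent ATP measurement. Medium: phenol red-free DMEM, 5% equine and 5% calf serum.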
GAA spleen mod: inhibitors or activators of human alpha-glucosidase in spleen homogenate; P10253; human spleen homogenate, 4-MU-alpha-glucoside fluorescence; Potency, µM (titrated, usually from 79.9 µM), for the others: at the top dose activity change, negative = inhibition, hits mostly inhibitors; 240,000 tested, 0.006% active; AID 2112;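 further: 0% = enzyme with vehicle and -100% = no enzyme basal signal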
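Human spleen homogenate (1 ug) incubated with compounds and 1 mM 4-methylumbelliferyl-alpha-D-glucopyranoside in pH 5.0 citrate/phosphate buffer, 37 C, 40 min. Stopped at pH 10; 4-MU fluorescence (Ex 365/Em 440 nm); AC50 by Hill fit.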
HttQ103 aggreg: inhibitors of mutant huntingtin aggregate formation in PC12 cells. PC12 HttQ103-GFP aggregates, Acumen cytometry, 40 h. Potency, µM (top dose mostly 46.1 µM), inactives show at the highest dose activity change, negative = inhibition, usual class: inhibitors. 220,000 tested, 1.1% active; further: on the % scale 0 is the no-effect control and ±100 the full control effect; nearly all actives have a fitted effect of over 60% in size
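Ecdysone-promoter PC12 model expressing HTT exon 1 Q103 fused to GFP, induced by tebufenozide at 100 nM final. Compounds titrated; aggregates sized 1–25 µm scored on a 488 nm laser cytometer.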
IMPase Li inh: IMPase inhibition in cells with lithium potentiation; CHO-M1 cells, IP1 TR-FRET (IP-One), carbachol + lithium; Potency, µM (highest dose often 59.4 µM), inactives show at the highest dose activity, negative = IMPase inhibition, actives largely listed as inhibitors; 210,000 tested, 0.35% active;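 further: IP1 builds up when IMPase is blocked and the TR-FRET signal falls; plate controls were basal vehicle for no effect and high inhibitor control for full effect; nearly all actives have a fitted effect of over 50% in size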
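Concentration–response in CHO-M1 cells, lithium-potentiated; 30 min at 37C. IP1 detected by competitive TR-FRET after 10 min lysis at RT. Hill-fitted AC50.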
RGS12 GoLoco inh: inhibitors of human Gai1-RGS12 GoLoco interaction (red fluorophore). P63096. Gai1:RGS12 GoLoco peptide FP, rhodamine, 10 min. Potency, µM (doses to about 61.6 µM), without a hit: at the top dose activity, negative = inhibition, usual class: inhibitors. 230,000 tested, 0.44% active; active means well fitted inhibition curve with a large enough effect, not every such curve was filed as active; inactive means no such curve, though single readings can be large or run the other way; further: on the % scale 0 is the no-effect control and ±100 the full control effect; nearly all actives have a fitted effect of over 30% in size; many of its hits are not listed in these tables
Target sequence (P63096 whole entry, looked up): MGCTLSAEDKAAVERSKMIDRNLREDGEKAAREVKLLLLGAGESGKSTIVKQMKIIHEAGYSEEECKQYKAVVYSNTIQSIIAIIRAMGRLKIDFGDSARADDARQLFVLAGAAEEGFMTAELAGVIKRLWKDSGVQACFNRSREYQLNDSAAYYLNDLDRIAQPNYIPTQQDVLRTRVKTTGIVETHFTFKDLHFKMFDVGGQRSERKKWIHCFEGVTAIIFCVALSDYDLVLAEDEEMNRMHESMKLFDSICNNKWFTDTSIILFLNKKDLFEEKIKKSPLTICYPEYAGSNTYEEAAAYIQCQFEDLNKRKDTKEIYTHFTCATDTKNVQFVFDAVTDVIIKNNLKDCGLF
An asterisk follows results filed as active; ? = inconclusive; . = no result given; & = joins results of further samples; ! = a repeat was not active; [ ] = another dose, or the depositor's remark. Unless noted, the call rests on the fitted dose curve; in most records, active means well fitted curve in the direction sought with a large enough effect; inconclusive means small, poorly fitted or top-dose-only effect, or another doubt; inactive means no such curve, though single readings can be large; an effect the other way counts as inactive or inconclusive. Potency means the concentration at half of the fitted maximal effect. Some of the compounds tested (hit frequency here may not be typical).

item	SMILES	GAA inhib	GAA glycogen mod	HTT cytoprotect	GAA spleen mod	HttQ103 aggreg	IMPase Li inh	RGS12 GoLoco inh
1	COc1ccc(OCC(=O)Nc2c3c(nn2C(C)(C)C)CSC3)cc1	-1%	12%	-40%[inhibitor]	-4%	15%	-2%	-11%
2	O=C(OCC1OC(n2ccc(=O)[nH]c2=O)C(O)C1OC(=O)c1ccccc1)c1ccccc1 (centres undefined)	-1%	1%	8%	-3%	6%	28%[38.3 µM]	-1%
3	Cc1ncoc1C(=O)N1CCCC(C(=O)c2cccc3ccccc23)C1 (centres undefined)	-5%	17%	27%[10 µM]	6%	9%[9.22 µM]	1%	6%
4	CCN(CC)S(=O)(=O)c1ccc(C(=O)OCCNC(=O)c2cccnc2)cc1	1%	5%	6%	0%	10%	3%[38.3 µM]	-2%
5	CCOc1cc(N2CCOCC2)c(OCC)cc1NC(=O)c1ccco1	-2%	4%	-45%[inhibitor]	3%	-1%	2%	2%
6	COC(=O)[C@@]1(Cc2ccccc2)[C@H]2c3cc(C(=O)N(C)C)n(CCSCCO)c3C[C@H]2CN1C(=O)c1ccccc1	.	.	9%	0%	.	-10%	17%
7	CCOc1cc(NC(=O)CCl)c(OCC)cc1NC(C)=O	6%	4%	23%[10 µM]	-6%	3%[9.22 µM]	1%	14%
8	O=c1ccn(CCOc2ccc(Cl)cc2)c(=O)[nH]1	3%	18%	-27%	1%	7%	-3%[38.3 µM]	-3%
9	Cc1ccsc1/C=N/NC(=O)c1cccnc1	.	2%	5%[10 µM]	1%	-4%[9.22 µM]	.	6%
10	CSc1nc2nc3c(cc2c(=O)n1-c1ccccc1C)COC(C)(C)C3	.	0%	25%[10 µM]	1%	25%[9.22 µM]	.	8%
11	O=C(Nc1ncccn1)C1CCCN1S(=O)(=O)c1ccc(Cl)c(Cl)c1 (centres undefined)	0%	-4%	-13%[0.074 µM]	8%	-16%	16%[38.3 µM]	5%
12	COc1ccc(C(CNC(=O)COc2ccccc2-c2ccccc2)N2CCOCC2)cc1 (centres undefined)	5%	-4%	-29%	-1%	-19%	15%	2%
13	Cc1ccc2oc(=O)c3cnn(CC(=O)NCCN4CCOCC4)c3c2c1	-2%	4%	1%	1%	-9%	19%[38.3 µM]	8%
14	CCOC(=O)/C(C#N)=C\c1cn(C)c2ccccc12	6%	-11%	0%[10 µM]	4%	11%[9.22 µM]	-3%	8%
15	Oc1ccc(NC(=S)Nc2ccccc2)cc1	3%	11µM*!	-11%[10 µM]	-2%&4%	-29%[9.22 µM]	2%	4%&13%
16	CC(C)n1nc(C(=O)N2CCN(S(=O)(=O)c3cccs3)CC2)c2ccccc2c1=O	.	-9%	-5%[10 µM]	-25%	-2%[9.22 µM]	.	-1%
17	OCC1(C2=NOC(O)(C(F)(F)F)C2)CCCCC1 (centres undefined)	-16%	12%	-3%	2%	14%	-11%[38.3 µM]	-2%
18	COc1cccc(CNC(C)(C)CO)c1OCc1ccc(Cl)cc1	-4%	7%	-63%[inhibitor]	-1%	22%[9.22 µM]	2%	0%
19	Cc1cc(N2CCCCC2)n2nc(C)c(-c3ccccc3)c2n1	?	-8%	-19%[0.074 µM]	-11%	?	.	.
20	CCc1nc(N2CCN(c3nc(C)cc(C)n3)CC2)c2oc3ccccc3c2n1	0%	11%	-6%	-7%	-4%	20%[38.3 µM]	7%
21	Cc1cc(C)cc(NC(=O)C2CCN(c3cnccn3)CC2)c1	2%	5%	-26%	-21%	-11%	-1%	-6%
22	C/C=C/COC(=O)c1[nH]c2c(c1C)C(=O)CC(c1ccc(N(C)C)cc1)C2 (centres undefined)	-11%	-8%	4%	-4%	?	41%[activator][38.3 µM]	3%
23	Cc1cc(=O)oc2cc(OCCC[n+]3ccccc3)ccc12	.	4%	-4%[10 µM]	-2%	6%[9.22 µM]	.	2%
24	O=C(Nc1nc(-c2cccs2)c(-c2cccs2)s1)C1(c2ccccc2)CC1	-7%	8%	5%[10 µM]	4%	4%	-2%	15%
25	O=C(CCCOc1ccc(Cl)cc1Cl)N/N=C/c1ccco1	-7%	5%	-25%	-19%	-3%	-11%	3%
26	CNC(=S)N1CCN=C1Nc1nc(C)cc(C)n1	7%	11%	-35%	1%	6%[9.22 µM]	17%	3%
27	Cc1ccc(NC(=O)c2ccc(OC(=O)c3ccco3)cc2)cc1	0%	4%	-75%[inhibitor][0.074 µM]	-5%	-16%	26%[38.3 µM]	-5%
28	c1cncc(CNc2ncnc3ccc(-c4ccoc4)cc23)c1	.	.	-37%[inhibitor]	10%	.	-4%	26%
29	CCOc1ccc(Br)cc1S(=O)(=O)N1CC(C)OC(C)C1 (centres undefined)	3%	-3%	7%	10%	-5%	0%[38.3 µM]	3%
30	CCOc1ccc(OCCOc2ncnc3ccccc23)cc1	-1%	-2%	-2%	-19%	2%	-10%[38.3 µM]	8%
31	O=C(CN1CCN(Cc2ccccc2)CC1)N1CCN(c2ccccc2)CC1	.	0%	16%[10 µM]	2%	-1%[9.22 µM]	.	5%
32	COc1cc(N=c2ssnc2Cl)cc(OC)c1OC	3%	-11%	-85%[inhibitor]	-3%	-30%	6%[38.3 µM]	-14%
33	CCNc1nc(NC(C)C)nc(Oc2ccc(/C=N/O)cc2)n1	2%	-3%	-16%	0%	5%	23%[38.3 µM]	-8%
34	COc1cccc(/C=N/NC(=O)CNC(=O)c2ccco2)c1O	.	8%	10%[10 µM]	-4%	-5%[9.22 µM]	.	2%
35	CCN(CC)NC(=O)Nc1ccccc1	12%	-1%	-2%[10 µM]	-2%	-7%[9.22 µM]	3%	6%
36	CC(=O)c1nc2ccccc2n1S(=O)(=O)c1ccc(C)cc1	12%	-2%	-120%[inhibitor]	11%	?	-20%[38.3 µM]	21%
37	Cc1cccc(/C=N/Nc2cc(N3CCOCC3)nc(N3CCOCC3)n2)c1	-13%	3%	6%[0.074 µM]	-3%	7%	5%	7%
38	O=C(OCc1cc(=O)n2c(n1)sc1ccccc12)c1ccc(O)cc1O	2%	23%	.	-2%	?	13%	16%
39	O=C(CCCCCn1c(SCc2ccncc2)nc2ccccc2c1=O)NCc1ccco1	-1%	-5%	19%[10 µM]	-1%	17%	20%	-2%
40	O=C(Nc1ccnc(-c2cccnc2)n1)c1ccc(Cl)c(Cl)c1	0%	3%	-17%	-2%	-2%	-9%[38.3 µM]	0%
41	O=[N+]([O-])c1cccc(S(=O)(=O)c2cccc([N+](=O)[O-])c2)c1	?	-3%	-23%	1%	?	9%	7%
42	Cc1cccc(C(=O)Nc2nnc(C3=COCCO3)o2)c1	-3%	14%	19%	1%	-9%[9.22 µM]	-3%	5%
43	N#Cc1ccc(Oc2ccc(/C=N/O)cn2)cc1	-5%	4%	20%[10 µM]	1%	14%	23%[38.3 µM]	-7%
44	O=C(C[n+]1ccc(-c2cc(C(=O)Nc3cccc(C(F)(F)F)c3)c3ccccc3n2)cc1)c1cccc([N+](=O)[O-])c1	1%	-3%	-3%	-14%	15%	9%	31%[activator]
45	Cc1noc(C)c1COC(=O)c1ccccc1Sc1ccccc1C#N	-5%	-17%	22%[10 µM]	-1%	-5%	21%[38.3 µM]	-2%
46	O=C(CCl)Nc1cc(S(=O)(=O)N2CCCCCC2)ccc1Cl	3%	-1%	?	-8%	-28%	2%	13%
47	CC(C)CN1CCNC(=O)C1CC(=O)NCCc1cnn(-c2ccccc2)c1 (centres undefined)	0%	1%	-4%[10 µM]	6%	-2%[9.22 µM]	7%	2%
48	COc1ccc(OC)c(N2C(=O)CC(Cc3cc(C)cc(C)c3)C2=O)c1 (centres undefined)	-6%	-7%	-2%[10 µM]	0%	2%	4%	-6%
49	Clc1ccccc1OCc1nn2c(-c3ccncc3)nnc2s1	-7%	5%	-7%[0.074 µM]	-4%	-21%	31%[activator][38.3 µM]	-3%
50	CCCN(CC1CC1)C(=O)COc1ccccc1C(=O)NCc1ccccc1	-6%	-2%	2%	0%	1%	37%[activator][38.3 µM]	6%
51	O=C1COCCOCCOCCOCC(=O)NCCN1	?	-8%	26%[10 µM]	0%	15%[9.22 µM]	7%	10%
52	COc1cccc2c1C(=O)c1c(O)c3c(c(O)c1C2=O)C[C@@](O)(C(=O)CO)C[C@H]3O[C@H]1C[C@@H](N)[C@H](O)[C@@H](C)O1.[W]	.	.	-43%[inhibitor][10 µM]	.	.	0%	-18%[14.2 µM]
53	O=C(COc1cccc(Cl)c1)Nc1ccc2c(c1)CCC2	5%	-3%	-33%[10 µM]	-1%	2%	9%	15%
54	COC(=O)c1ccccc1	.	.	2%	-1%	.	13%	7%
55	O=C(NCc1ccccc1Cl)c1cccc(NC(=O)c2ccccc2)c1	-2%	-5%	43%[10 µM]	-3%	0%	6%	3%
56	Oc1cc(O)c2c(c1)O[C@H](c1ccc(O)c(O)c1)[C@H](O)C2	.	10µM*	?	11%&-3%[29.1 µM]	.	2%&4%	-2%&-12%[21.6 µM]
57	CN(Cc1cn(C)nc1-c1cccc(Cl)c1)Cc1nccn1C	.	-9%	21%[10 µM]	-2%	-2%[9.22 µM]	.	5%
58	CN(C)CCNc1nc2sc3c(c2c(=O)n1-c1ccccc1)CCCCC3	.	-5%	1%[10 µM]	1%	0%[9.22 µM]	.	8%
59	COc1c(S(=O)(=O)NCCCN2CCOCC2)ccc(Cl)c1Cl	.	-3%	5%[10 µM]	3%	26%[9.22 µM]	.	1%
60	CCOC(=O)NCCc1c(C)nc2c(c(C)nn2C(C)(C)C)c1C	4%	-8%	15%	1%	3%[9.22 µM]	24%[38.3 µM]	13%

Continued:
item	SMILES	GAA inhib	GAA glycogen mod	HTT cytoprotect	GAA spleen mod	HttQ103 aggreg	IMPase Li inh	RGS12 GoLoco inh
61	Cc1cc(N/N=C/c2ccncc2)nc2ccccc12	-9%	-5%	-48%[inhibitor]	-3%	12%	14%	2%
62	CCN(CC)c1ccc2c(c1)CCCN2	-2%	?	-18%[10 µM]	8%	?	31%[activator]	-4%
63	COc1ccccc1OCC(=O)Nc1oc(-c2ccccc2)c(-c2ccccc2)c1C#N	2%	-7%	7%	-11%	8%	39%[38.3 µM]	10%
64	CCOc1cc(C(N)=O)cc(OCC)c1OCC	3%	4%	-1%	-3%	-1%	-3%[38.3 µM]	7%
65	Cc1ccc(S(=O)(=O)NC(C(=O)OCC(=O)NC2CCS(=O)(=O)C2)C(C)C)cc1 (centres undefined)	-3%	1%	-20%[10 µM]	-1%	-11%	23%[38.3 µM]	-1%
